# Bcl-B displacement = displacers of TR3 peptide from Bcl-B, primary screen, selectivity assay for Bfl-1 inhibitor project, biochemical, fluorescence polarization; FP displacement of FITC-TR3 peptide from Bcl-B; higher % means a stronger effect; displacement, % at 20 µM, or IC50 in µM where a hit was titrated; 96,000 tested, 0.11% active; AID 748;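 active = displacement above 50% at 20 µM plus a fluorescence interference ratio under 1.5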;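 also: plate controls were wells without compound for no effect and wells lacking Bcl-B protein for full effect; a part of the inactive calls stands beside numbers as strong as those of hits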
# IL1B NFkB inh = blocks IL-1B driven NFkB nuclear translocation in HUVEC cells; HUVEC IL-1B NFkB p65 nuclear translocation imaging; inhibition, % at 2 µM; 94,000 tested, 0.43% active; AID 796;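 active = inhibition above about 30% together with a positive call from visual inspection of the well image, limit read from the data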;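 also: nuclear over cytoplasmic p65 intensity ratio measured by imaging; 0% = IL-1B stimulated DMSO wells and 100% = unstimulated DMSO wells; values of inactives mirror those of a sister screen read the other way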
# IL1B NFkB pot = enhances IL-1B driven NFkB nuclear translocation; HUVEC IL-1B NFkB p65 nuclear translocation imaging; AID 819; 94,000 tested, 0.3% active; activation, % at 2 µM;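 active = activation above 40%, about the mean plus 3 SD, also judged a hit on visual image review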;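 also: percent activation is computed from the nuclear over cytoplasmic p65 intensity ratio; values of inactives mirror those of a sister screen read the other way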
# PLAP inhibitors HTS = PLAP enzyme inhibitors, biochemical, luminescence, HTS (AID 690); purified PLAP, luminescent substrate; higher % means a stronger effect; inhibition, % at 20 µM; hits with a dose series show IC50 in µM; 96,000 tested, 0.08% active; in the data active = a potency from the dose series; inactive = the rest, 99 in 100 with inhibition below about 30%; also: strong numbers were not always called active
# MRP reversal = MRP-mediated drug resistance reversal | differential viability (reversal), % at 10 µM | H69AR cells + 2 uM doxorubicin, CellTiter-Glo, 72 h | 85,000 tested, 0.04% active | AID 602;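 active = viability drop by adding the cancer drug above about 55%, with treated viability meeting a 40% cutoff, limit read from the data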;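 also: viability without doxorubicin minus viability with 2 µM doxorubicin for each compound; larger differential means the compound sensitizes cells more to doxorubicin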
# MRP reversal cytotoxicity = recorded beside MRP reversal, whose call it bears; viability, %; H69AR cells, CellTiter-Glo, 72 h; measured here: cytotoxicity without doxorubicin
# MRP reversal with doxorubicin = further read-out of MRP reversal, marked with its call; viability, %; measured here: viability with 2 uM doxorubicin; active compounds read low
# IL1B NFkB inh cell count 2 µM = further read-out of IL1B NFkB inh, marked with its call; cell count; measured here: cells passing quality filter;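 raw number of nuclei counted in each imaged well without normalization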
# IL1B NFkB pot cell count 2 µM = second read-out of IL1B NFkB pot, no call of its own (marks repeat the call); cell count; measured here: cells passing quality filter
# An asterisk follows results filed as active; · = not tested or not shown. Some of the compounds tested, so the mix of outcomes need not match the whole.
SMILES,Bcl-B displacement,IL1B NFkB inh,IL1B NFkB inh cell count 2 µM,IL1B NFkB pot,IL1B NFkB pot cell count 2 µM,PLAP inhibitors HTS,MRP reversal,MRP reversal cytotoxicity,MRP reversal with doxorubicin
O=C(Nc1ccccc1)C1=C(O)CC(c2ccco2)CC1=Nc1ccccc1 (stereo unspecified),-2%,-10,55,12,55,13%,2,76,73
COc1ccccc1NC(=O)N1CCN(c2ccccc2F)CC1,-4%,4,92,-4,92,24%,23,100,77
Cc1cc(C)c(C)c(OCC(=O)NCc2nc(-c3ccccc3)no2)c1,-4%,2,160,-2,160,20%,5,96,91
CCn1c(Cc2ccccc2)nnc1SCC(=O)Nc1ccc(N)cc1,-4%,-2,218,1,218,7%,-5,86,91
CCc1nnc(NC(=O)C2CCN(c3nc(C)cc(C)n3)CC2)s1,3%,6,103,-6,103,0%,11,84,73
O=C(NC1CC1)c1c[nH]c2ccc(S(=O)(=O)Nc3cccc(C(F)(F)F)c3)cc2c1=O,0%,-2,9,2,9,1%,12,100,87
CNC(=O)COc1ncnc2sccc12,-2%,10,157,-10,157,2%,·,·,·
CC(C)C(=O)NC(c1ccco1)c1c(O)ccc2ccccc12 (stereo unspecified),-8%,2,143,-2,143,3%,·,·,·
Cc1ccc(C(C(=O)NCc2ccco2)N(C(=O)CNC(=O)c2cccs2)c2c(C)cc(C)cc2C)cc1 (stereo unspecified),-2%,4,138,-4,138,18%,·,·,·
O=C(NCc1ccccn1)c1cnc2sccn2c1=O,1%,2,155,-2,155,-6%,26,106,79
CN(C)CCOC(=O)Cc1ccc(Cl)cc1,-8%,22,166,-22,166,6%,13,108,94
Cc1cccc(N2C(N)=C(C#N)C(C#N)(C#N)C2c2ccccc2)c1 (stereo unspecified),-2%,-4,125,4,125,6%,-9,64,73
Cn1cnnc1SCC(=O)NC(=O)NC1CCCC1,-4%,·,·,·,·,-2%,15,98,83
C[C@H](NC(=O)OC(C)(C)C)c1nnc(SCC(=O)Nc2ccc(Br)cc2)o1,-3%,-14,176,14,176,-16%,11,90,79
COc1ccc2c(c1)NC1(O)c3ccccc3C(=O)C21O (stereo unspecified),6%,-23,169,23,169,7%,2,88,86
COc1ccc(Br)cc1-c1noc(-c2ccncc2)n1,-5%,-23,183,23,183,-11%,4,88,84
CCCSc1nc2c(c(=O)[nH]c(=O)n2C)n1Cc1ccc(C)cc1,11%,-11,157,11,157,-2%,4,68,64
CCOc1cccc(-c2nn3c(-c4ccco4)nnc3s2)c1,-2%,-10,126,10,126,8%,1,73,72
CCOC(=O)c1csc(NC(=O)c2ccc(S(=O)(=O)N(C)C)cc2)n1,-5%,1,149,-1,149,-3%,1,89,89
COC(=O)c1ccc(C(=O)OCCCc2nc3ccc(N)cc3[nH]2)cc1,·,-1,157,1,157,·,1,77,76
CCN(CC)C(=O)N1c2ccccc2C=Cc2ccccc21,12%,-8,124,8,124,19%,37,118,81
Cc1c(-c2ccc(F)cc2)nc(N)c(C#N)c1-c1cccs1,-9%,2,163,-2,163,2%,-10,47,57
COC(=O)c1cc(-c2c(C)nn(-c3ccccc3)c2C)n[nH]1,6%,-24,96,24,96,-23%,-3,74,77
COc1ccc(CN2CC(C(=O)NCCC3=CCCCC3)CC2=O)cc1 (stereo unspecified),-8%,-20,178,20,178,-27%,0,99,99
Cc1ccc(NC(=O)c2ccco2)c(NC(=O)c2cccs2)c1,0%,1,93,-1,93,-7%,1,92,92
Cc1cc(C)c(C)c(Cn2c(CO)nc3ccccc32)c1C,·,13,110,-13,110,·,2,67,65
CCOC(=O)C1=C(C)C(c2ccccc2)NC(=S)N1 (stereo unspecified),6%,-4,91,4,91,8%,·,·,·
CC(C)N(Cc1cc2ccccc2[nH]c1=O)C(=O)C(C)(C)C,-2%,2,130,-1,130,-10%,-20,102,123
CCCn1c(N2CCN(CC(=O)c3c[nH]c4ccccc34)CC2)nc2c1c(=O)[nH]c(=O)n2C,-70%,-26,150,26,150,-80%,3,71,68
Cc1ccc(C(=O)CC2(O)C(=O)N(CN3CCOCC3)c3ccccc32)cc1 (stereo unspecified),-9%,-2,122,2,122,13%,-18,85,103
CCOc1ccc(C2N(c3ccc(Cl)cc3)C(=O)C3CCCN32)cc1OC (stereo unspecified),-100%,12,166,-12,166,-65%,21,95,75
CCN(CC(=O)Nc1ccc2c(c1)OCCO2)C(=O)CC1CCCC1,0%,-9,146,9,146,-90%,·,·,·
O=C(NC1CCCCC1)N1CCC(n2cnc3ccccc32)CC1,-6%,2,179,-2,179,6%,7,91,83
CC(C)(C)N1C(=O)Cc2c1nc(N)c1c(N)nc(N3CCCCC3CO)c(C#N)c21 (stereo unspecified),3%,-4,65,4,65,-34%,-10,20,30
C/C(=C\C(=O)c1ccc(Br)cc1)N1CCCCC1,3%,4,118,-4,118,13%,0,91,91
Cc1cccc(NC(=S)NCc2cccs2)c1C,10%,6,146,-6,146,-13%,-2,88,90
O=C1CC(C(=O)N2CCN(c3ccc(F)cc3)CC2)CN1CCc1ccccc1 (stereo unspecified),-11%,-37,175,37,175,-52%,3,92,89
O=C(NC(C(=O)c1ccccc1)n1c(=O)cc[nH]c1=S)c1ccccc1 (stereo unspecified),·,-17,129,17,129,·,-7,87,94
COc1ccc(C(=O)NCCSCc2ccco2)cc1OC,-10%,1,127,-1,127,20%,6,91,84
CN(C)C(=O)c1nc(C#N)c(N(C)C)o1,-3%,·,·,·,·,24%,3,98,95

# Complete entries, looked up by structure. Screens in order: Bcl-B displacement	IL1B NFkB inh	IL1B NFkB inh cell count 2 µM	IL1B NFkB pot	IL1B NFkB pot cell count 2 µM	PLAP inhibitors HTS	MRP reversal	MRP reversal cytotoxicity	MRP reversal with doxorubicin
# O=C(NC(C(=O)c1ccccc1)n1c(=O)cc[nH]c1=S)c1ccccc1 (stereo unspecified) in the list: ·	-17	129	17	129	·	-7	87	94
# CCOC(=O)C1=C(C)C(c2ccccc2)NC(=S)N1 (stereo unspecified) in the list: 6%	-4	91	4	91	8%	·	·	·
# Cc1ccc(C(=O)CC2(O)C(=O)N(CN3CCOCC3)c3ccccc32)cc1 (stereo unspecified) in the list: -9%	-2	122	2	122	13%	-18	85	103

# New compounds follow:
SMILES,Bcl-B displacement,IL1B NFkB inh,IL1B NFkB inh cell count 2 µM,IL1B NFkB pot,IL1B NFkB pot cell count 2 µM,PLAP inhibitors HTS,MRP reversal,MRP reversal cytotoxicity,MRP reversal with doxorubicin
COc1ccccc1N1CCN(c2cc(=O)n(-c3ccc(Br)cc3)c(=O)[nH]2)CC1,-2%,-3,143,3,143,7%,·,·,·
O=C(NCCN1CCN(C(=O)C(c2ccccc2)c2ccccc2)CC1)C(=O)Nc1ccccc1,7%,-6,119,6,119,4%,·,·,·
Brc1c(CSc2nnc(-c3ccco3)o2)nc2ccccn12,8%,10,207,-10,207,-40%,13,101,88
C/C(=C\C(=O)c1ccc(F)cc1)Nc1ccc(N2CCOCC2)cc1,5%,-18,167,18,167,2%,6,93,87
CCOC(=O)C1CCCN(C(=O)Cc2c(F)cccc2Cl)C1 (stereo unspecified),-16%,-6,102,6,102,-11%,1,96,95
CCOC(=O)Cc1csc(NC(=O)c2csc(C)c2)n1,2%,-6,163,6,163,4%,4,80,76
O=P(O)(CCc1ccccc1)CN1CCCCC1,-14%,3,109,-3,109,13%,-5,91,96
Cc1cccc2cc(CN(Cc3cccs3)C3(c4nnnn4C4CCCC4)CCCC3)c(=O)[nH]c12,12%,6,136,-6,136,-36%,19,93,73
COc1cccc(CN(C(=O)Cc2c[nH]c3ccccc23)C(C(=O)NC2CCCCC2)c2cccs2)c1 (stereo unspecified),-14%,0,115,0,115,-58%,·,·,·
COc1ccc(Nc2ncnc3c2oc2ccccc23)cc1,5%,-16,195,16,195,33%,-28,39,67
Cc1ccc(NC(=S)N/N=C/c2ccc(OCCC(C)C)cc2)c(C)c1,-8%,-11,146,11,146,21%,·,·,·
O=C(OCc1c(F)cccc1Cl)c1cnccn1,-5%,-3,173,3,173,-3%,24,121,97
COc1ccc(N(C)S(=O)(=O)c2c(C)[nH]c(=O)[nH]c2=O)cc1,11%,-12,134,11,134,9%,18,101,83
COc1ccc(OC)c(C2Nc3nc4ccccc4n3C(C)=C2C(=O)Nc2ccc(C)cc2C)c1 (stereo unspecified),-1%,11,173,-11,173,-91%,6,91,85
O=C(c1cc2c(s1)-c1ccccc1OC2)N1CCCC1,-8%,-6,191,6,191,22%,8,86,77
Cc1ccc2nc(-c3ccc(NC(=S)NCCC(C)C)cc3)sc2c1,·,-7,123,7,123,·,·,·,·
Cc1cc(NC(=O)c2cccc(S(=O)(=O)N3CC(c4ccccc4)CC3=O)c2)no1 (stereo unspecified),-1%,-8,81,8,81,11%,7,87,80
Cc1cc(C)c(-c2cc(NC(=O)CSc3nncn3C)n(-c3ccccc3)n2)cc1C,-7%,-2,106,2,106,-63%,-2,82,84
Cc1onc(-c2c(Cl)cccc2Cl)c1C(=O)NC(C)(C)CO,1%,-3,163,3,163,-7%,17,114,97
CSc1nnc2c3ccccc3n(Cc3ccccc3)c2n1,-2%,-3,127,3,127,9%,-20,49,69
CCCC(=O)Nc1ccc(Cl)c(NC(=O)c2cccnc2)c1,-1%,4,83,-4,83,6%,-10,71,81
Cc1cc2ccc(C)c(C)c2nc1SCC(=O)c1cccs1,-5%,6,117,-6,117,35%,·,·,·

# In another format: entries from further up.
# Results follow in this order: Bcl-B displacement, IL1B NFkB inh, IL1B NFkB inh cell count 2 µM, IL1B NFkB pot, IL1B NFkB pot cell count 2 µM, PLAP inhibitors HTS, MRP reversal, MRP reversal cytotoxicity, MRP reversal with doxorubicin
Cc1ccc(NC(=S)N/N=C/c2ccc(OCCC(C)C)cc2)c(C)c1
 : -8%, -11, 146, 11, 146, 21%, ·, ·, ·
O=C(OCc1c(F)cccc1Cl)c1cnccn1
 : -5%, -3, 173, 3, 173, -3%, 24, 121, 97
COc1ccc(N(C)S(=O)(=O)c2c(C)[nH]c(=O)[nH]c2=O)cc1
 : 11%, -12, 134, 11, 134, 9%, 18, 101, 83
COc1ccc(OC)c(C2Nc3nc4ccccc4n3C(C)=C2C(=O)Nc2ccc(C)cc2C)c1 (stereo unspecified)
 : -1%, 11, 173, -11, 173, -91%, 6, 91, 85
O=C(c1cc2c(s1)-c1ccccc1OC2)N1CCCC1
 : -8%, -6, 191, 6, 191, 22%, 8, 86, 77
Cc1ccc2nc(-c3ccc(NC(=S)NCCC(C)C)cc3)sc2c1
 : ·, -7, 123, 7, 123, ·, ·, ·, ·
